ALOX12 inhib – inhibitors of human 12-lipoxygenase (ALOX12) | P18054 | purified 12-hLO, xylenol orange hydroperoxide absorbance | Potency, µM (highest dose often 57.1 µM), for the others: top-dose activity change, negative = inhibition, usual class: inhibitors | hit rate 0.12% among 150,000 | AID 1452; also: potency is read from the fitted curve at half-maximal effect; nearly all actives have a fitted effect of over 55% in size; many of its hits are not listed in these tables
Target sequence (P18054 whole entry, looked up): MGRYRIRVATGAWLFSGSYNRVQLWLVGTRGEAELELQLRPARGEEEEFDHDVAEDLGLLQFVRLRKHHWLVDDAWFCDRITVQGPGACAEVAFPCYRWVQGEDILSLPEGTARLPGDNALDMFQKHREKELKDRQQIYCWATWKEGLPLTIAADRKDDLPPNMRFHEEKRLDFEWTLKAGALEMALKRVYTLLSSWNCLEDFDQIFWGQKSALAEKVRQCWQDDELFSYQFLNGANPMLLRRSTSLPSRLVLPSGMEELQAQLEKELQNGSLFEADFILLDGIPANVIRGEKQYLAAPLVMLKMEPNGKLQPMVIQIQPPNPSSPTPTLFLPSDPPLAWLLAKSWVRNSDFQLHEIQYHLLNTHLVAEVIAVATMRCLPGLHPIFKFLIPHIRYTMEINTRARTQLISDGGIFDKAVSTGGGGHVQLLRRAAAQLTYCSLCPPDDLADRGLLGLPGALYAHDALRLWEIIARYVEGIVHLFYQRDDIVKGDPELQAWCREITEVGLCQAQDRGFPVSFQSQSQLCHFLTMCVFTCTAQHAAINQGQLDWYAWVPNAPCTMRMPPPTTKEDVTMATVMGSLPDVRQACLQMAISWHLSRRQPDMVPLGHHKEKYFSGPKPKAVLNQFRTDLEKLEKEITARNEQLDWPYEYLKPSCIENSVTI
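Hydroperoxide formation by human 12-lipoxygenase from 40 uM arachidonic acid was followed colorimetrically via ferric-xylenol orange complex, using the 573/405 nm absorbance ratio. Enzyme concentration was 150 nM, with 30 min reaction at room temperature.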
IMPase cell inh – IMPase inhibition in cells | CHO-M1 cells, IP1 accumulation, HTRF TR-FRET ratio | P97697 | 120,000 tested, under 10 active | AID 901 | inhibition (IP1 accumulation), % at 46.1 µM; active = well fitted curve in the direction sought with a large enough effect in the signal ratio, not every such curve was filed as active; inconclusive = small, poorly fitted or top-dose-only effect, or a change in a side signal; inactive = no such curve, though single readings can be large or run the other way; the % refers to the signal ratio;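 also: cells stimulated with carbachol in lithium chloride buffer; plate controls were DMSO basal wells for no effect and reference inhibitor wells for full effect; higher means more IMPase inhibition seen as more IP1 and lower FRET ratio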
Target sequence (P97697 whole entry, looked up): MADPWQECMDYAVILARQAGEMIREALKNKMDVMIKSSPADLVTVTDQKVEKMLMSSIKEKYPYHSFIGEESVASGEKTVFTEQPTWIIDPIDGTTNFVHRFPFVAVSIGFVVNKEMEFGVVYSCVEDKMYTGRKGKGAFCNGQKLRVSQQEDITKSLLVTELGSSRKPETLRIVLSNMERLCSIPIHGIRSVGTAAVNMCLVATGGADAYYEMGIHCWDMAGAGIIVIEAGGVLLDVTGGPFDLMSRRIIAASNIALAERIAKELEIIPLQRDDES
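The IP-One HTRF competitive assay in carbachol-stimulated CHO-M1 cells quantifies cellular IP1. Compounds spanned up to 46 uM final, and activity is expressed as AC50 from concentration-response fits of the ratio and donor data.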
ALOX15B inhib – blocks human 15-lipoxygenase 2 activity. O15296. purified 15hLO-2, xylenol orange hydroperoxide absorbance. Potency, µM (series often up to 57.1 µM), without a hit: at the top dose activity change, negative = inhibition, hits mostly inhibitors. hit rate 0.56% among 110,000. AID 881; also: potency is read from the fitted curve at half-maximal effect; nearly all actives have a fitted effect of over 60% in size; many of its hits are not listed in these tables
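Purified human 15hLO-2 (50 nM) preincubated 15 min with compound, then 45 uM arachidonic acid for 90 min at RT in 25 mM Hepes pH 7.5, 0.01% Triton X-100. Hydroperoxide detected by Fe-xylenol orange; 573/405 nm absorbance ratio.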
PNC assembly inh – inhibitors of perinucleolar compartment assembly; PC3M PTB-GFP, PNC prevalence imaging, 16 h; hits give low values; activity change (PNC), negative = inhibition, % at 10 µM; hit rate 3.1% among 140,000; AID 2417;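 active = readout at or below -70, meaning at least 70% loss of cells showing the perinucleolar compartment, a nuclear body marking cancer cells; inconclusive = readout between -30 and a set limit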;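 also: plate controls were DMSO wells for no effect and camptothecin positive control wells for full effect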
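Compounds are pinned in duplicate onto adhered PC3M cells stably expressing GFP-tagged PTB and incubated 16 h at 37 C. Cells are then fixed, nuclei stained with Hoechst, and PNC-positive cells counted.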
An asterisk follows results filed as active; ? = inconclusive; nt = no result given; [ ] = dose if it differs, or a comment. Unless noted, calls follow the shape of the dose curve; as a rule, active = well fitted curve in the direction sought with a large enough effect; inconclusive = small, poorly fitted or top-dose-only effect, or another doubt; inactive = no such curve, though single readings can be large; an effect the other way counts as inactive or inconclusive. Unless noted, % is scaled to controls: 0 for no effect and ±100 for the full control effect. Only part of the results is shown. The share of hits here may be higher or lower than overall.

(1) O=C(C(Cc1ccccc1)n1cccc1)N1CCc2ccccc21 (centres undefined)
(2) O=C(N/C(=C\c1ccc(Br)cc1)c1nc2ccccc2[nH]1)c1ccco1
(3) N#CC1=C(N)N2C(=C(C#N)C1c1ccccc1)Sc1ccccc12 (centres undefined)
(4) COc1ccc(NC(=O)CSc2ncn[nH]2)c([N+](=O)[O-])c1
(5) CC(=O)Nc1cc(NC(C)=O)cc(C(=O)NC(C)(C)C)c1
(6) Cc1ccc(C(=O)N/C(=C\c2cccs2)C(=O)NCCc2c[nH]c3ccccc23)cc1C
(7) CC(C)(C)c1cc(C(=O)NCc2cccnc2)ccn1
(8) COc1ccccc1NC(=S)N1CCC(NC(=O)NC23CC4CC(CC(C4)C2)C3)CC1
(9) O=C(Nc1cccc(F)c1)c1ccc(S(=O)(=O)N2CCOCC2)cc1
(10) CCOC(=O)c1cccc(C(=O)Oc2ccccc2)n1
compound no.	1	2	3	4	5	6	7	8	9	10
ALOX12 inhib	0%	1%	-3%	-1%	0%	-4%	1%	-7%	1%	1%
IMPase cell inh	2	7	-4	-4	?	-2	4	-4	5	0
ALOX15B inhib	-5%	10%	-28%	0%	0%	-9%	1%	-11%	-4%	-2%
PNC assembly inh	?	62	28	?	?	54	47	-13	64	?

(11) CC(=O)c1cc2c(cc1N/C(=N/S(=O)(=O)c1ccccc1)c1ccc(Cl)cc1)OCO2
(12) CCCCCCSc1cc(C)nc2ncnn12
(13) COC(=O)C(O)(CC(=O)Nc1ccccc1OC)C(F)(F)F (centres undefined)
(14) CN(C)CCN(C(=O)c1cccc(Cl)c1)c1nc2c(Cl)cccc2s1
(15) COc1cccc(OCCOCCOc2ccc(C)cc2[N+](=O)[O-])c1
(16) COc1ccccc1N1CCN(C(=O)/C=C/c2ccco2)CC1
(17) COc1ccc(/C(N)=N/OC(=O)CCCc2ccccc2)cc1OC
(18) COc1cc2c(cc1OC)-c1nncn1C(C)(C)C2
(19) O=C(O)CC[C@]1(C(=O)O)CCC(=O)c2ccccc21
(20) Cc1cccc(OCC(=O)NCC(=O)n2nc(C)cc2C)c1
compound no.	11	12	13	14	15	16	17	18	19	20
ALOX12 inhib	2%	1%	-1%	3%	0%	2%	-3%	-5%	-3%[11.4 µM]	3%
IMPase cell inh	2	6	9	3	nt	nt	nt	-3	nt	5
ALOX15B inhib	nt	7%	nt	nt	nt	nt	nt	-8%	-2%[11.4 µM]	4%
PNC assembly inh	?	?	5	-1	?	-10	21	?	nt	?

(21) CC(=O)C1=C(O)C(=O)N(c2cccc(C(=O)O)c2)C1c1ccccc1F (centres undefined)
(22) O=C1Nc2ccccc2/C1=C\c1cccn1-c1ccc(OC(F)(F)F)cc1
(23) CN1CCCN(C)C1c1cc([N+](=O)[O-])ccc1O
(24) Cc1nccn1S(=O)(=O)c1cc([N+](=O)[O-])ccc1Cl
(25) Cc1ccc(C(=O)NCCCN2CCOCC2)o1
(26) C[C@@H]1C(=O)O[C@@H]2CC34[C@H]5C[C@@H](C(C)(C)C)C36[C@H](OC(=O)[C@@H]6O)OC4(C(=O)O5)[C@@]12O (some centres undefined)
(27) CCOC(=O)C1C2C=CC3(CN(Cc4ccco4)C(=O)C13)O2 (centres undefined)
(28) CC(=O)c1c(C)[nH]c(C(=O)Nc2c(C)n(C)n(-c3ccccc3)c2=O)c1C
(29) O=S(=O)(c1cccc(-c2csc(-c3cccnc3)n2)c1)N1CCCCC1
(30) Cc1nnc(NCCO)c2ccccc12
compound no.	21	22	23	24	25	26	27	28	29	30
ALOX12 inhib	13%	-2%	0%[11.4 µM]	-1%	0%	1%	2%	-2%	1%	1%
IMPase cell inh	-11	-5	nt	nt	0	nt	0	5	2	-1
ALOX15B inhib	nt	-17%	-5%[11.4 µM]	nt	nt	nt	nt	1%	36%[activator]	2%
PNC assembly inh	?	36	nt	-2	-10	-12	288	?	-8	22

(31) CS(=O)(=O)N(Cc1ccc(C(=O)Nc2ccccc2Sc2ccccc2)cc1)c1ccccc1
(32) CCn1nnc(-c2ccccc2NC(=O)c2cc(OC)c(OC)c(OC)c2)n1
(33) CCOc1ccc2cc(S(=O)(=O)N3CCOCC3)ccc2c1
(34) COc1ccc(OC)c(C2C(C(C)=O)=C(O)C(=O)N2c2ccc(F)cc2)c1 (centres undefined)
(35) O=C(COC(=O)c1cnccn1)c1ccc(Br)cc1
(36) COC(=O)C1=C(C(=O)c2ccccc2)C(c2cccs2)n2nnnc2N1 (centres undefined)
(37) O=C(Nc1ccc2c(c1)OCCO2)c1ccc(Cl)c(S(=O)(=O)N2CCOCC2)c1
(38) Cc1cccc(C)c1NCc1nnc(SCC(=O)Nc2nc(-c3ccccc3)cs2)n1-c1ccccc1
(39) CCN(CC)S(=O)(=O)c1ccc(C(=O)NCCCN=C2NS(=O)(=O)c3ccccc32)cc1
(40) COc1ccc2c(c1)-c1c(ssc1=S)C(C)(C)N2C(=O)CSC1=NCCS1
compound no.	31	32	33	34	35	36	37	38	39	40
ALOX12 inhib	-5%	1%	1%	22%	-6%	-4%	-4%	-1%	-1%	-17%
IMPase cell inh	?	9	11[1.84 µM]	-13	3	-1	2	-7	-4	9
ALOX15B inhib	3%	5%	5%[11.4 µM]	7%	4%	-14%	9%	nt	nt	?
PNC assembly inh	-22	19	-18	-14	13	?	22	?	-29	29

Ordered by length of the SMILES (largest number first): three of the compounds above
(38) Cc1cccc(C)c1NCc1nnc(SCC(=O)Nc2nc(-c3ccccc3)cs2)n1-c1ccccc1
(34) COc1ccc(OC)c(C2C(C(C)=O)=C(O)C(=O)N2c2ccc(F)cc2)c1 (centres undefined)
(33) CCOc1ccc2cc(S(=O)(=O)N3CCOCC3)ccc2c1
compound no.	38	34	33
ALOX12 inhib	-1%	22%	1%
IMPase cell inh	-7	-13	11[1.84 µM]
ALOX15B inhib	nt	7%	5%[11.4 µM]
PNC assembly inh	?	-14	-18

Next part.
(41) COc1ccc(NC(=O)O/N=C2/CCCc3ccc(OC)cc32)cc1
(42) COC(=O)NC1CSCC1OC(=O)c1ccc(Br)cc1 (centres undefined)
(43) Cc1cc2cc(CNC(=S)Nc3ccc(OC(F)F)cc3)ccc2[nH]1
(44) CC(O)(C#CCN1CCCC1)c1ccccc1 (centres undefined)
(45) c1ccc(N2N=C(c3cccs3)CC2c2ccco2)cc1 (centres undefined)
(46) COc1ccc(OC2C(=O)N(c3ccc(C)c(C)c3)C2c2ccc(OC)c(OC)c2)cc1 (centres undefined)
(47) O=C(c1cc(F)c(F)cc1Cl)N1CCOCC1
(48) CNC(=O)NC(=O)CSc1cccc(C(F)(F)F)c1
(49) COc1ccc(Cc2nnnn2CC(=O)O)cc1
(50) Cc1nc(NC(=O)C2CC2)sc1C
compound no.	41	42	43	44	45	46	47	48	49	50
ALOX12 inhib	0%	4%	-23%	1%	-30%	5%	2%	-4%	0%	-1%
IMPase cell inh	?	-8	nt	11	-17	4	-4	-4	-4	nt
ALOX15B inhib	0%	nt	nt	5%	?	nt	6%	0%	-3%	nt
PNC assembly inh	?	303	14	57	1	?	19	-18	-17	-1

(51) O=C(N/N=C/c1ccc(Cl)c([N+](=O)[O-])c1)c1cnccn1
(52) O=C(Cn1nnc(-c2ccc3c(c2)OCO3)n1)NCc1ccco1
(53) CCOC(=O)c1c(C)nc2c(c1-c1ccc(Cl)cc1)C(=O)CC(C)(C)C2
(54) Cc1nnc(SCC(=O)NCc2ccco2)n1Cc1ccccc1
(55) C/C=C/c1ccc(OCCOCCOc2cccc3cccnc23)c(OC)c1
(56) O=C1NC(c2ccco2)Nc2ccccc21 (centres undefined)
(57) Cc1ccc(-c2cc(C(F)(F)F)n3ncc(C(=O)N4CCN(C)CC4)c3n2)cc1
(58) CCOC(=O)c1c(NC(=O)CSc2nc(C)cc(C)c2C#N)sc(C(C)=O)c1C
(59) Cc1noc(NS(=O)(=O)c2ccc(N/C=C/C(=O)c3cccnc3)cc2)c1C
(60) COc1ccc(-c2cc(C(F)(F)F)nc(NCc3cccnc3)n2)cc1
compound no.	51	52	53	54	55	56	57	58	59	60
ALOX12 inhib	-2%	0%	-5%	0%	-3%	9%	-3%	-3%	-11%	3%
IMPase cell inh	nt	-4	-12	-1	nt	-6	-3	8	12	2
ALOX15B inhib	nt	-5%	nt	5%	nt	4%	23%	-12%	-19%	52%[activator]
PNC assembly inh	?	27	-10	-20	-22	?	-100*	22	-14	22

(61) CCOC(=O)CCCn1ncn2c(cc3occc32)c1=O
(62) COCCNC(=S)Nc1ccc2nc(N3CCCC3)cc(C)c2c1
(63) CCCn1c(SCC(=O)c2ccc3c(c2)NC(=O)CO3)nc2ccccc21
(64) O=C(Nc1ccccc1)N1N=C(c2ccc(F)cc2)CC1c1ccc(F)cc1 (centres undefined)
(65) COc1ccc(C2(O)CC3CCC(C2)N3c2nc(C)cc(C)c2C#N)cc1 (centres undefined)
(66) CCNS(=O)(=O)c1ccc(C)c(-n2cnnn2)c1C
(67) CCN(CC)CCN1C(=O)C(O)=C(C(C)=O)C1c1ccccc1 (centres undefined)
(68) CC1=C(C(=O)N(C)C)C(c2cccs2)NC(=O)N1 (centres undefined)
(69) Cc1[nH]nc2c1C(C(C)C)C(C#N)=C(N)O2 (centres undefined)
(70) CCC1CCCCN1C/C=C/c1ccccc1[N+](=O)[O-] (centres undefined)
compound no.	61	62	63	64	65	66	67	68	69	70
ALOX12 inhib	3%	2%	-1%	0%	-1%	13%	-7%	1%	1%	6%
IMPase cell inh	15	nt	nt	nt	6	-6	-12	?	6	15
ALOX15B inhib	8%	nt	nt	nt	18%	nt	1%	nt	2%	1%
PNC assembly inh	4	9	23	-15	34	?	-5	?	31	15

(71) COc1ccc(CNC(=O)CCSCc2cccc(Cl)c2)cc1
(72) COc1cccc(N(C(=O)c2ccn[nH]2)C2(C(=O)Nc3c(C)cccc3C)CCCCC2)c1
(73) CCCn1c(C)nc2c(NC(C)CN(C)C)nc(C)nc21 (centres undefined)
(74) O=C(Nc1ccc(Cc2ccncc2)cc1)c1ccc(Cl)c([N+](=O)[O-])c1
(75) O=C(NCCc1ccccc1)C1CCC(Cn2c(=O)c3ccccc3n(Cc3cccc(F)c3)c2=O)CC1 (centres undefined)
(76) Cc1ccc(C)c(N2CCN(C(=O)c3cn(C)c4ccc(S(=O)(=O)N(C)C)cc4c3=O)CC2)c1
compound no.	71	72	73	74	75	76
ALOX12 inhib	-2%	2%	-3%	-21%	4%	-2%
IMPase cell inh	-2	1	nt	11	nt	-1
ALOX15B inhib	nt	nt	1%	46%[activator]	nt	1%
PNC assembly inh	7	0	nt	42	12	15

Filtered by structure: those above with a thiophene ring, fused or not (5)
(6) Cc1ccc(C(=O)N/C(=C\c2cccs2)C(=O)NCCc2c[nH]c3ccccc23)cc1C
(36) COC(=O)C1=C(C(=O)c2ccccc2)C(c2cccs2)n2nnnc2N1 (centres undefined)
(45) c1ccc(N2N=C(c3cccs3)CC2c2ccco2)cc1 (centres undefined)
(58) CCOC(=O)c1c(NC(=O)CSc2nc(C)cc(C)c2C#N)sc(C(C)=O)c1C
(68) CC1=C(C(=O)N(C)C)C(c2cccs2)NC(=O)N1 (centres undefined)
compound no.	6	36	45	58	68
ALOX12 inhib	-4%	-4%	-30%	-3%	1%
IMPase cell inh	-2	-1	-17	8	?
ALOX15B inhib	-9%	-14%	?	-12%	nt
PNC assembly inh	54	?	1	22	?

Screening data deposited in PubChem BioAssay by National Center for Advancing Translational Sciences (NCATS).
